High-throughput results (PubChem)
PI5P4Ka inh – PI5P4K alpha (human) kinase inhibition | PI5P4Kalpha enzyme, ADP-Glo luminescence, 60 min; hits give low values | max response, % | 330,000 tested, 1.2% active | AID 652105; active = max response of -50% or lower; inconclusive = between -30% and -50%; inactive = -30% or higher; also: value at the top dose of about 77 µM; % is scaled to controls: 0 for no effect and ±100 for the full control effect
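ADP-Glo luminescence end-point read after a 60 min room-temperature kinase reaction of PI5P4Kalpha plus substrate, initiated with ATP at 5 microM final. Buffer: 0.038 M HEPES pH 7.4, EGTA, 0.1% CHAPS, 5% DMSO.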
PTHR1 ag – PTHR1 (human) receptor agonism | AID 743266 | Q03431 | HEK293 GP2 PTHR1 cells, GloSensor cAMP luminescence, 1 h | Potency, µM (doses to about 115 µM), inactives show top-dose activation, actives largely listed as activators | 410,000 tested, 0.075% active; also: potency is read from the fitted curve at half-maximal effect; nearly all actives have a fitted effect of over 55% in size; some results filed as inactive show a strong effect at the top dose; inactives centre near -15; many of its hits are not listed in these tables
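HEK-293-derived GP2 cells expressing PTHR1 and a GloSensor cAMP reporter, 3,000/well, plated overnight, given luciferin plus IBMX (each 0.5 mM as added) for 1 h at 37 °C, then compound for 1 h at 37 °C. Luminescence was read after 15 min at room temperature.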
GLP-1R inv ag – GLP-1 receptor (human) inverse agonism. P43220. HEK293 GLP-1R CRE-luciferase, luminescence, 24 h; GLP-1R form is constitutively active. Potency, µM (series often up to 38.3 µM), inactives show top-dose activity change, negative = inhibition, actives largely listed as inhibitors. 410,000 tested, 1.6% active. AID 624417; also: potency is read from the fitted curve at half-maximal effect; % is scaled to controls: 0 for no effect and ±100 for the full control effect; nearly all actives have a fitted effect of over 55% in size
Target sequence (P43220 whole entry, looked up): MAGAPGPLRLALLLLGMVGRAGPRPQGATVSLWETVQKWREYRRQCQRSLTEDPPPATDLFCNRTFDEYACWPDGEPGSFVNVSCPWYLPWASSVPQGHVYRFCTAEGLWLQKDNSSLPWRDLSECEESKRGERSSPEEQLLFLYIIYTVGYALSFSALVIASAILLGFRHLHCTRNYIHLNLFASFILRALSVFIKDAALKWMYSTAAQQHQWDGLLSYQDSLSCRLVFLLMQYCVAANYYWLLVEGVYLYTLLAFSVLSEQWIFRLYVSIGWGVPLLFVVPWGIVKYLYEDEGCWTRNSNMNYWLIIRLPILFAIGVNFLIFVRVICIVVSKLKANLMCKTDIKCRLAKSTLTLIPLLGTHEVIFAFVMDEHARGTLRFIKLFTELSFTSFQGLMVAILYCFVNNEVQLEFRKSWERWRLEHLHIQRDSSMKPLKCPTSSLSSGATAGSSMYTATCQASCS
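HEK293 cells stably co-expressing a cAMP-responsive luciferase reporter and constitutively active GLP-1R were seeded, incubated 12 h, then exposed to compounds for 24 h at 37 C. Luminescence was read 12 min after detection reagent; inverse agonists lower signal.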
PLK1 PBD inh – PLK1 (human) polo-box domain binding inhibition; Plk1 PBD binding of FITC phosphopeptide, fluorescence polarization; Potency, µM, without a hit: max response, negative = inhibition, usual class: inhibitors; 360,000 tested, 2.8% active; AID 720504; also: potency is read from the fitted curve at half-maximal effect; series mostly up to about 57 µM; % is scaled to controls: 0 for no effect and ±100 for the full control effect; nearly all actives have a fitted effect of over 65% in size
Target sequence (P53350 whole entry, looked up, the tested form may be a part): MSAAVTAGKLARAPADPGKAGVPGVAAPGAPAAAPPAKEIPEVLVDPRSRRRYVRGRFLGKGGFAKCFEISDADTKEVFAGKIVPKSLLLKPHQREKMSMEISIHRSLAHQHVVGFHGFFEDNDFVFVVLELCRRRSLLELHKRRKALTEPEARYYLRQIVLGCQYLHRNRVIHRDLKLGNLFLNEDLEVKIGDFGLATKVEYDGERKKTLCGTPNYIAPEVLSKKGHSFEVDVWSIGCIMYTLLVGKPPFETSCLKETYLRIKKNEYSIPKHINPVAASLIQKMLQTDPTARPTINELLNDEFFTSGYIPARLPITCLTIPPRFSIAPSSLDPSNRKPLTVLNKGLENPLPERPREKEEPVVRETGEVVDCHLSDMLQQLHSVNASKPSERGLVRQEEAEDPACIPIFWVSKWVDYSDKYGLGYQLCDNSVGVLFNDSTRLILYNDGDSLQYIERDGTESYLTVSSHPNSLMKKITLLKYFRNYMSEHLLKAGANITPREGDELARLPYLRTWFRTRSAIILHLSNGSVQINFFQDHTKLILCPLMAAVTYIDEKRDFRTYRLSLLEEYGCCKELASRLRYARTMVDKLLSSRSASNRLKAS
GLP-1R agonist – agonists of human GLP-1 receptor | P43220 | HEK293 GLP-1R CRE-luciferase, luminescence, 4-6 h; cells express a hypersensitive GLP-1R form | Potency, µM (series often up to 45.6 µM), inactives show at the highest dose activation, usual class: activators | 380,000 tested, 0.007% active; also: potency is read from the fitted curve at half-maximal effect; % of control where 0% means no effect
EPAC1 ag – agonists of human EPAC1; O95398; EPAC1 agonist qHTS, biochemical assay; response scale: 100% = response to 6.5 mM cAMP; Potency, µM (top dose mostly 154 µM), without a hit: at the highest dose activation, actives largely listed as activators; 360,000 tested, 0.073% active; also: potency is read from the fitted curve at half-maximal effect; nearly all actives have a fitted effect of over 60% in size
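Nucleotide exchange assay: 100 nM EPAC1 with 250 nM Rap1B loaded with BODIPY-GDP and 50 uM GDP, room temperature. Fluorescence (480/540 nm) read every 5 min for 30 min; signal change normalized to 6.5 mM cAMP as full agonist.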
IL-2 act – IL-2 activation; activation, % (series mostly up to about 46 µM); IL-2 activation reporter assay, cell-based qHTS; stimulated with anti-CD3/CD4/CD28 beads; in transgenic mouse T cells; 360,000 tested, 0.065% active; in the data active = activation above about 50%; inconclusive = mostly about 30% to 49%; also: 0% is about no effect
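EGFP and DsRed fluorescence is measured by plate cytometry in unstimulated transgenic mouse T cells exposed to compound for 60 minutes, then stimulated 18 hours at 37 degrees C with anti-CD3/anti-CD4 beads plus anti-CD28.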
HEK293 tox – cytotoxicity in counter-screen for GLP-1R inverse agonists | 410,000 tested, 0.13% active | AID 624418 | HEK293 cAMP-luciferase reporter cells, luminescence, 24 h | Potency, µM (doses to about 38.3 µM), without a hit: at the top dose activity change, negative = inhibition, hits mostly inhibitors;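 also: loss of luciferase light is scored as toxicity; potency is read from the fitted curve at half-maximal effect; % is scaled to controls: 0 for no effect and ±100 for the full control effect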
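Cells in DMEM/10% Nu serum/1% pen-strep, 1536-well format. Pre-incubated 12 h, dosed with 23 nL compound, incubated a further 24 h. Luciferase detection, 12 min at room temp, luminescence.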
EPAC1 antag – EPAC1 (human) antagonism | EPAC1 GEF assay, Rap1b-BODIPY-GDP exchange fluorescence | AID 720709 | Potency, µM (top dose mostly 115 µM), inactives show at the top dose activity change, negative = inhibition, actives largely listed as inhibitors | 360,000 tested, 0.14% active;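 also: potency is read from the fitted curve at half-maximal effect; plate controls were vehicle for no effect and positive control for full effect; nearly all actives have a fitted effect of over 50% in size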
* hit, by the source's call; i = inactive; u = inconclusive; x = not tested or not shown; [ ] = dose if it differs, or a comment. Unless noted, calls follow the shape of the dose curve; as a rule, active = well fitted curve in the direction sought with a large enough effect; inconclusive = small, poorly fitted or top-dose-only effect, or another doubt; inactive = no such curve, though single readings can be large; an effect the other way counts as inactive or inconclusive.

SMILES	PI5P4Ka inh	PTHR1 ag	GLP-1R inv ag	PLK1 PBD inh	GLP-1R agonist	EPAC1 ag	IL-2 act	HEK293 tox	EPAC1 antag
Cc1cc2cc(CCNC(=O)c3cccc([N+](=O)[O-])c3)c(=O)[nH]c2cc1C	3	-33%[inhibitor]	-28%	1%	-4%	3%	-0.5	0%[1.53 µM]	11%
CCCn1c(SCC(=O)NC(=O)NCc2ccccc2)n[nH]c1=O	-4	i	6%	-4%	-1%	-16%	0.4	3%	18%
CN(C)C(CNC(=O)c1ccc(NS(=O)(=O)c2ccc(F)c(F)c2)cc1)c1ccccc1 (stereo not given)	-2	0%	-19%	1%	3%	-3%	0.0	4%	-12%
CS(=O)(=O)N1CCN(C(=O)c2cc(-c3cccnc3)nc3ccc(Br)cc23)CC1	5	i	51%[activator]	-23%	3%	-4%	1.3	-3%	u
COc1ccc(/C(C)=N/NC(=O)Cc2c(C)nc(C)[nH]c2=O)cc1	-8	-17%	26%	-10%	2%	7%	-2.5	19%	-17%
CCc1ccccc1Nc1nc(N)nc(COC(=O)C2=COCCO2)n1	-1	i	u	-9%	13%	9%	-0.2	7%	24%
COc1ccc(C(=O)N=c2sc3ccccc3n2C)cc1	12	-17%	6%	-22%	6%	14%	0.9	0%	u
O=C(O)c1cccc2c1Cc1cc([N+](=O)[O-])ccc1-2	-15	i	22%	-12%	3%	-1%	1.8	-5%	-8%
C=Cn1cc(CNC[C@H]2O[C@@H](n3cc(C)c(=O)[nH]c3=O)C[C@@H]2O)c(C)n1	2	-11%	9%	-9%	0%	-20%	-4.2	-21%	8%
COc1ccccc1NC(=O)Cc1ccc(-c2ccccc2)cc1	16	-40%	u	-6%	11%	u	-0.2	5%	5%
Cc1ccc(S(=O)(=O)N2CCN(CC(=O)N/N=C\c3cccnc3)CC2)cc1	0	i	7%	-9%	0%	-4%	-0.8	-1%	-3%
O=C(NCc1ccco1)C1CCCN1S(=O)(=O)c1ccccc1C(F)(F)F (stereo not given)	-13	i	6%	-1%	-4%	-5%	-3.3	4%	13%
CCCCOc1ccc(C(=O)N2CCN(c3ncccn3)CC2)cc1	0	u	7%	-5%	0%	-2%	-1.0	-4%	-5%
Cc1ccc(NC(=O)C2=NNC(=O)CC2)cc1S(=O)(=O)Nc1ccc(SC(F)F)cc1	-20	-13%	-21%	u	0%	1%	0.3	6%	-21%
CCCCN(C=O)c1c(CC)nc2c(OCCC)cccn12	-2	-4%	17%	-10%	-7%	0%	0.5	-1%	2%

Sorted by formula weight (low to high): eleven of the compounds above
SMILES	PI5P4Ka inh	PTHR1 ag	GLP-1R inv ag	PLK1 PBD inh	GLP-1R agonist	EPAC1 ag	IL-2 act	HEK293 tox	EPAC1 antag
O=C(O)c1cccc2c1Cc1cc([N+](=O)[O-])ccc1-2	-15	i	22%	-12%	3%	-1%	1.8	-5%	-8%
CCCCN(C=O)c1c(CC)nc2c(OCCC)cccn12	-2	-4%	17%	-10%	-7%	0%	0.5	-1%	2%
COc1ccc(/C(C)=N/NC(=O)Cc2c(C)nc(C)[nH]c2=O)cc1	-8	-17%	26%	-10%	2%	7%	-2.5	19%	-17%
CCCCOc1ccc(C(=O)N2CCN(c3ncccn3)CC2)cc1	0	u	7%	-5%	0%	-2%	-1.0	-4%	-5%
CCCn1c(SCC(=O)NC(=O)NCc2ccccc2)n[nH]c1=O	-4	i	6%	-4%	-1%	-16%	0.4	3%	18%
CCc1ccccc1Nc1nc(N)nc(COC(=O)C2=COCCO2)n1	-1	i	u	-9%	13%	9%	-0.2	7%	24%
C=Cn1cc(CNC[C@H]2O[C@@H](n3cc(C)c(=O)[nH]c3=O)C[C@@H]2O)c(C)n1	2	-11%	9%	-9%	0%	-20%	-4.2	-21%	8%
Cc1ccc(S(=O)(=O)N2CCN(CC(=O)N/N=C\c3cccnc3)CC2)cc1	0	i	7%	-9%	0%	-4%	-0.8	-1%	-3%
O=C(NCc1ccco1)C1CCCN1S(=O)(=O)c1ccccc1C(F)(F)F (stereo not given)	-13	i	6%	-1%	-4%	-5%	-3.3	4%	13%
Cc1ccc(NC(=O)C2=NNC(=O)CC2)cc1S(=O)(=O)Nc1ccc(SC(F)F)cc1	-20	-13%	-21%	u	0%	1%	0.3	6%	-21%
CS(=O)(=O)N1CCN(C(=O)c2cc(-c3cccnc3)nc3ccc(Br)cc23)CC1	5	i	51%[activator]	-23%	3%	-4%	1.3	-3%	u

Remaining list, next part
SMILES	PI5P4Ka inh	PTHR1 ag	GLP-1R inv ag	PLK1 PBD inh	GLP-1R agonist	EPAC1 ag	IL-2 act	HEK293 tox	EPAC1 antag
CCOC(=O)C1(CCCc2ccccc2)CCN(C(=O)CCc2cnccn2)CC1	0	-93%[inhibitor]	u	-3%	12%	-5%	-0.4	2%	9%
CCOC(=O)c1ccccc1-c1csc(N)n1	4	i	-7%	-18%	9%	2%	-4.4	-28%	8%
Fc1cccc(/C=N/Nc2nccnc2Cl)c1	u	-30%	u	-22%	8%	-3%	1.4	-12%	-5%
CCOC(=O)C1=C(C)NC(=O)NC1c1ccc(N2CCC(c3ccccc3)=N2)cc1 (stereo not given)	-3	i	u	10%	-3%	-3%	0.2	91%[activator]	4%
CCOC(=O)c1c(CC(C)C)csc1/N=C/C1=C(O)CCCC1=O	0	-3%	u	1%	17%	-4%	0.5	u	-11%
Cc1ccc(N=Nc2c(N)n(-c3ccccc3)[nH]c2=O)cc1	15	-2%[57.5 µM]	u	-2%	4%	9%	-0.1	u	8%
CC(C(=O)c1ccc(-c2ccccc2)cc1)[n+]1cccc(NC(=O)c2ccccc2)c1 (stereo not given)	-3	-12%	-23%	5%	9%	0%	-3.5	-8%	7%
O=C(COc1ncnc2ccccc12)NCc1ccco1	6	-4%	-5%	-5%	5%	2%	1.7	-1%	6%
C/C(=N\NC(=O)c1cc(-c2ccc(C)s2)[nH]n1)c1ccncc1	-5	i	39%[activator]	-19%	19%	2%	0.1	-1%	-10%
COc1ccccc1NC(=O)C(=O)Nc1ccccn1	x	-20%[57.5 µM]	-6%	1%	-5%	1%	-1.6	5%	-20%
CC12CCC(=O)N1C(C(=O)Nc1ccc(F)c(Cl)c1)CS2 (stereo not given)	-7	-76%[inhibitor]	-4%	-11%	-12%	6%	0.6	11%	8%
CCCc1cc(=O)[nH]c(N/N=C/C=C\c2ccccc2)n1	-16	i	-11%	-16%	3%	4%	0.9	6%	1%
CC1(c2ccccc2)NC(=O)N(CC(=O)Nc2ccccc2N2CCCCC2)C1=O (stereo not given)	-6	-49%[inhibitor]	u	1%	-1%	-1%	-0.4	-13%	-10%
O=C(CCC1CCCC1)NCCCN1CCOCC1	x	i	0%	-5%	4%	1%	-3.9	-6%	5%
Oc1cccnc1CN1CCOCC1	0	i	4%	2%	-5%	-9%	-0.4	4%	0%
COc1cc2nc(/C=C/c3ccc(N(C)C)cc3)sc2cc1SC	-3	0%	u	27%	7%	16%	24	59%[activator]	35%[activator]
Nc1nc(N)nc(-c2ccccc2-c2nc(N)nc(N)n2)n1	6	16%	1%	-4%	6%	-16%	1.5	24%	-16%
Cc1onc(-c2c(F)cccc2Cl)c1C(=O)Nc1nnc(-c2ccccc2)s1	-3	-84%[inhibitor]	0%	-6%	8%	-8%	-2.2	-5%	-10%
CCCn1c(SC(C)C(=O)NCC2CCCO2)nc2cc(Cl)ccc2c1=O (stereo not given)	0	-7%	-63%	-6%	-5%	-58%[inhibitor]	-0.7	-25%	-25%
Cc1ccc(NC(=O)CSc2ccccc2NC(=O)c2ccccc2Cl)cc1Cl	-2	-86%[inhibitor]	u	-7%	-2%	16%	1.0	-3%	-9%
CC(=O)N(C(C)=O)C1=C(C#N)C2(CCCCC2)Cc2ccccc21	3	-17%	u	-20%	-27%	6%	-1.9	-14%	-15%
CCC(C)NC(=O)Cn1c(COc2ccc(Cl)cc2Cl)nc2ccccc21 (stereo not given)	3	i	17%	-3%	3%	-6%	-1.1	-6%	2%
CC(=O)Nc1ccc(N(C(=O)CNC(=O)c2ccco2)C(C(=O)NCc2ccco2)c2ccccc2F)cc1 (stereo not given)	1	6%	-3%	-4%	0%	1%	-1.1	29%	1%
CCOC(=O)Cc1nnc(NC(=O)C(CC)Sc2nncn2C)s1 (stereo not given)	-1	i	-12%	-5%	-3%	4%	-2.7	1%	-8%
CCOC(=O)c1ccc(N=C2C(=S)N(c3ccc(C(=O)OCC)cc3)C(=N)N2/N=C/c2ccccc2)cc1	x	-4%[57.5 µM]	0%	u	1%	10%	-1.5	3%	-8%
CCOC(=O)c1ccc(N2C(=O)c3n[nH]c(-c4cccs4)c3C2c2cccc(O)c2)cc1 (stereo not given)	x	-94%[inhibitor]	u	x	-5%	x	x	u	x
COc1ccc(C(=O)N(CCN2CCOCC2)CC(=O)NC2CCCC2)cc1OC	12	i	8%	6%	-1%	4%	-0.1	-1%	-10%
Cc1ccc(C)c(N2C(=O)CN=C2Nc2ccccc2Cl)c1	1	i	-17%	-2%	4%	0%	0.0	68%[activator]	7%
CCOC(=O)c1c(SC)n(-c2ccccc2)c(=S)n(-c2ccccc2)c1=O	-3	i	3%	-1%	12%	9%	0.6	-12%	9%
CN(CCc1ccccn1)C(=O)c1nn2c(C(F)(F)F)cc(-c3ccco3)nc2c1Cl	-6	i	8%	-9%	7%	-6%	0.4	-1%	1%
O=C(O)Cn1cc(/C=N/Nc2ccc([N+](=O)[O-])cn2)c2ccccc21	-11	-24%	-22%	-1%	0%	-1%	-2.8	u	-17%
CCO[C@@H]1OC(C(=O)N2CCN(C)CC2)=C[C@H](c2ccc(C(F)(F)F)cc2)[C@H]1CCCO	6	-25%	-18%	-4%	8%	-5%	0.3	6%	3%

This is a subset; count on the stated rates, not on these rows.
